# NCI-60 one-dose screen, 48 h, at 10 µM unless noted. Numbers give growth in % (100 = growth as untreated, 0 = no growth, -100 = all killed).
# MCF7 – MCF7 breast cancer; 6.3% of 82,000 active; AID 1794796
# SK-MEL-28 – SK-MEL-28 melanoma; 4.1% of 81,000 active
# MDA-MB-231 – MDA-MB-231 breast cancer | 5% of 81,000 active
# HS 578T – HS 578T breast cancer | 4.1% of 78,000 active | AID 1794788
# BT-549 – BT-549 breast cancer; 4.4% of 78,000 active
# LOX IMVI – LOX IMVI melanoma; 7.4% of 79,000 active; AID 1794757
# T-47D – T-47D breast cancer; 5% of 79,000 active; AID 1794792
# MDA-MB-468 – MDA-MB-468 breast cancer; 8.5% of 78,000 active; AID 2202374
# The depositor's hits bear a star; · = no result given; & = joins results of further samples. How the source made its calls: active means growth percent below 10; inactive means the rest.
# Order of values – MCF7	SK-MEL-28	MDA-MB-231	HS 578T	BT-549	LOX IMVI	T-47D	MDA-MB-468
> Fc1ccc(/C=N/Nc2ncc(-c3cc4cc5c(cc4o3)OCO5)s2)cc1
→ 88	90	83	115	105	87	93	87
> CC1(C)CC[C@]2(C(=O)O)CC[C@]3(C)C(=CC[C@@H]4[C@@]5(C)CC[C@H](OC(=O)c6cccnc6)C(C)(C)[C@@H]5CC[C@]43C)[C@@H]2C1
→ 91	100	96	118	100	97	92	98
> COc1cc(CC2C(=O)OCC2C(=O)c2ccc3c(c2)OCO3)cc(OC)c1OC (stereo not drawn)
→ 96	114	98	·	103	102	98	112
> O=C(O)CC1(C(=O)O)CC2C=CC1C2 (stereo not drawn)
→ 91	100	111	112	100	100	100	95
> CC1=CC(=O)C(c2ccc(O)cc2O)=CC1=O
→ 84	104	83	92	96	85	88	44
> COc1cc(C(=O)/C=C/c2c(Cl)nc3ccccn23)cc(OC)c1OC
→ 23	99	67	96	57	56	71	77
> COc1cc(C(=O)/C=C/c2c(C(F)(F)F)nc3ncccn23)cc(OC)c1OC
→ 24	88	69	·	69	44	55	·
> COc1ccc(OC)c(Nc2nnc(-c3ccc(Cl)cc3)o2)c1
→ 92	102	86	51	82	74	60	74
> O=C(O)CNC(=O)Cc1cccc2ccccc12
→ 101	104	117	103	105	106	97	101
> CC[n+]1ccc(Nc2ccc(NC(=O)c3ccc(Nc4cc[n+](CC)c5ccc([N+](=O)[O-])cc45)cc3)cc2)cc1
→ 37	90	114	97	93	86	46	·
> COc1cc2c(cc1OC)C1Cc3cc(OC)c(OC)cc3C(C2)N1
→ 98	103	104	107	104	97	111	102
> Clc1ccc2c(c1)C[C@H]1C[C@@H](c3ccc(Br)s3)N2O1
→ 103	93	100	·	·	95	88	93
> CC(C)OC(=O)c1ccc2n1CCCc1cnc(NC3CCCC3)nc1-2
→ 85	96	95	97	98	89	·	78
> O=C(NNC(=O)c1ccc2ccccc2c1)c1cccc(Br)c1
→ 99	105	103	118	96	99	110	100
> Nc1c(C(=O)Nc2cccc3cccnc23)sc2nc3c(cc12)C(=O)CCC3
→ 60	113	96	104	62	99	102	78
> Nc1nc2c([N+](=O)[O-])cccc2s1
→ 98	101	94	99	98	94	93	102
> CCOC(=O)C(Cc1ccc(OC)c(OC)c1)C(Cc1ccc(OC)c(OC)c1)C(=O)OCC (stereo not drawn)
→ 94	108	93	96	101	102	94	·
> Cc1ccc([N+]2=NOC(=O)C2CN2CCN(c3cccc(Cl)c3)CC2)cc1 (stereo not drawn)
→ 92	98	75	92	98	99	73	80
> O=c1/c(=C\c2ccc(-c3ccccc3)o2)sc2nc(-c3ccccc3)nn12
→ 99	109	98	95	119	96	93	124
> O=C(CN1CCN(c2cc(=O)n(-c3ccccc3)c3ccccc23)CC1)N(c1ccccc1)c1ccccc1
→ 76	100	82	104	93	87	50	73

# An excerpt from above in order of molar mass, lowest first:
# Order of values – MCF7	SK-MEL-28	MDA-MB-231	HS 578T	BT-549	LOX IMVI	T-47D	MDA-MB-468
> O=C(O)CNC(=O)Cc1cccc2ccccc12
→ 101	104	117	103	105	106	97	101
> CC(C)OC(=O)c1ccc2n1CCCc1cnc(NC3CCCC3)nc1-2
→ 85	96	95	97	98	89	·	78
> O=c1/c(=C\c2ccc(-c3ccccc3)o2)sc2nc(-c3ccccc3)nn12
→ 99	109	98	95	119	96	93	124
> Cc1ccc([N+]2=NOC(=O)C2CN2CCN(c3cccc(Cl)c3)CC2)cc1 (stereo not drawn)
→ 92	98	75	92	98	99	73	80
> CCOC(=O)C(Cc1ccc(OC)c(OC)c1)C(Cc1ccc(OC)c(OC)c1)C(=O)OCC (stereo not drawn)
→ 94	108	93	96	101	102	94	·
> O=C(CN1CCN(c2cc(=O)n(-c3ccccc3)c3ccccc23)CC1)N(c1ccccc1)c1ccccc1
→ 76	100	82	104	93	87	50	73
> CC[n+]1ccc(Nc2ccc(NC(=O)c3ccc(Nc4cc[n+](CC)c5ccc([N+](=O)[O-])cc45)cc3)cc2)cc1
→ 37	90	114	97	93	86	46	·

# (further entries)
# Order of values – MCF7	SK-MEL-28	MDA-MB-231	HS 578T	BT-549	LOX IMVI	T-47D	MDA-MB-468
> NC(=O)C(F)(F)F
→ 94	107	118	104	104	99	97	103
> CN1CCN(C(=O)c2cc(-c3ccc4ncnc(N5CCc6cc(F)c(Cl)cc65)c4c3)cnc2N)CC1
→ 4.2*	-0.1*	11	-17*	-20*	-41*	-1.9*	·
> Cc1ccc(NC(=O)Cc2ccc(/C=C/C(=O)c3ncc[nH]3)cc2)cc1
→ 15	87	57	43	49	11	39	-0.4*
> Oc1ccc(/C=N/c2n[nH]c(-c3ccc(Cl)cc3)n2)c(O)c1O
→ 86	102	77	86	97	93	86	113
> Cc1ccc(S(=O)(=O)Oc2nc3ccccc3nc2N(S(=O)(=O)c2ccc(C)cc2)S(=O)(=O)c2ccc(C)cc2)cc1
→ 92	111	92	96	96	92	88	115
> Cc1cc(C)c2c(Cn3cc(CSc4nc5cc(Cl)ccc5o4)nn3)cc(=O)oc2c1
→ 95	115	113	106	103	97	96	102
> O=C(Cc1ccccc1)C(O)c1ccccc1 (stereo not drawn)
→ 104	110	101	91	·	86	106	60
> CS(=O)(=O)c1cccc(-c2ccc3ncc(-c4ccc(S(=O)(=O)CCCN)cc4)n3n2)c1
→ 93	109	110	99	113	91	78	·
> Cc1cc(=O)oc2cc(Oc3ccc(C(=N)N)cc3)ccc12
→ 87	115	90	96	86	101	88	86
> NS(=O)(=O)c1ccc(C(=O)N/N=C(\CS(=O)(=O)c2ccccc2)c2cc3ccccc3o2)cc1
→ 95	101	94	105	96	102	105	98
> CC1(C)CC[C@]23CC[C@]4(C)[C@H](CC[C@@H]5[C@@]6(C)C[C@@H](C=NCCO)C(=O)C(C)(C)[C@@H]6CC[C@]54C)[C@H]2[C@H]1OC3=O
→ 109	104	98	106	110	95	92	110
> CCN(CC)CCCNc1ccc(N)cc1
→ 107	122	82	·	95	104	104	117
> O=[N+]([O-])c1ccccc1-c1ccc(Cl)cc1
→ 116	122	99	97	113	101	102	99
> COc1cc(/C=C/C(=O)c2ccc(NC(=O)CSc3nnc(-c4cc(-c5ccc(S(N)(=O)=O)cc5)nc5ccccc45)n3-c3ccccc3)cc2)cc(OC)c1OC
→ 67	102	92	95	102	84	87	93
> CN(Cc1cc(Br)cc(Br)c1O)Cc1cc(Br)cc(Br)c1O
→ 18	74	40	59	58	35	43	-1.2*
> CC(=O)Oc1c(C2=NN(C(C)=O)C(c3ccccc3)O2)ccc2ccccc12 (stereo not drawn)
→ 95	103	108	102	115	89	101	101
> COC(=O)C1=Nc2ccc(F)cc2/C1=C\c1sc(=O)[nH]c1O
→ 51	85	62	86	66	50	59	73
> CC(=O)O[C@@H]1CC2C(C)(C)CCCC2(C)C2=C1C(=O)C(C(C)C)=CC2=O (stereo partly drawn)
→ 3.7*	-17*	-15*	9.4*	-13*	11	-7.9*	-36*
> Cc1nn(C(=O)c2c(-c3ccccc3)noc2C)c(C)c1N=Nc1cc(C(F)(F)F)cc(C(F)(F)F)c1
→ 102	114	94	97	115	99	96	94
> Cc1occc1-c1nnc(SCC(=O)NN2C(=O)NC3(CCCCC3)C2=O)n1C
→ 242	174	102	98	108	104	119	·
> CC(=O)N1N=C(c2ccccc2)CC1c1cn(-c2ccccc2)nc1-c1ccc(OCc2ccccc2)cc1 (stereo not drawn)
→ 95	104	93	94	98	99	90	100
> CC1CCC/C(=N/Nc2ccc3ccccc3n2)C1 (stereo not drawn)
→ 77	98	69	99	81	89	65	96
> CCCCCc1ccc(S(=O)(=O)Nc2cccc(-c3csc(NC(=O)CCCCCN4CCN(C)CC4)n3)c2)cc1
→ -1.2*	-19*	43	72	94	-84*	44	79
> C[C@@H]1CN(c2cnc(C(=O)Nc3cc(F)cc4cccnc34)cn2)C[C@H](C)N1
→ 9.1*	94	38	77	102	73	30	3.8*
> CC(=O)NC(NC(C)=O)c1ccccc1
→ 106	110	99	94	111	93	105	101
> O=C(N/N=C/c1ccccc1O)c1ccncc1
→ 23	61	63	94	57	51	34	61
> Clc1ccc(Nc2cccc(-c3[nH]nc4ncccc34)c2)c(Br)c1
→ 84	96	95	101	87	97	77	94
> O=C(CN1C(=O)NC2NC(=O)NC21)N/N=C/c1ccc([N+](=O)[O-])cc1 (stereo not drawn)
→ 98	107	107	95	99	101	107	97
> O=C(Nc1ncc(Cc2ccccc2)s1)c1cc(-c2ccccc2)nc2ccccc12
→ 91	105	104	93	99	87	92	103
> c1nc2nonc2nc1C1CC1
→ 90	102	95	87	100	105	98	96
> Cc1sc(C(NC(=O)OCCn2c([N+](=O)[O-])cnc2C)C(F)(F)Cl)nc1-c1ccc(OC(F)(F)F)cc1 (stereo not drawn)
→ -85*	-92*	-95*	-31*	-92*	-98*	-66*	-93*
> O=C1/C(=C\c2cn(Cc3ccccc3)c3ccccc23)c2ccccc2N1Cc1ccccc1
→ 74	105	101	96	·	84	57	47
> CSc1nc(=O)n(CCc2ccc(Cl)cc2)c(=O)n1Cc1ccc(C(=O)O)cc1
→ 77	108	89	95	101	96	86	105
> O=C(NC1C(O)OC(CO)C(O)C1O)NS(=O)(=O)c1ccc(CCNC(=O)c2ccc(Cl)cc2)cc1 (stereo not drawn)
→ 96	111	102	119	111	95	108	109
> CCCCN(CCCC)CCNc1ccc(C)c2sc3ccc([N+](=O)[O-])cc3c(=O)c12
→ 86	93	74	91	92	89	89	91
> COc1ccc(/C=C(\C#N)n2nc3ccc(C(=O)Nc4ccc(SC)cc4)cc3n2)cc1
→ 75	105	·	·	67	·	63	52
> Cn1nc(C(F)(F)F)cc1-c1c[nH]c(OCc2ccc(Cl)cc2)c(-c2ccc(Cl)c(C(F)(F)F)c2)c1=O
→ 1.3*	10	-29*	-1.8*	2.5*	7.1*	·	-17*
> COc1ccccc1NCc1ccc(CO)n1-c1ccc(O)cc1
→ 93	124	107	108	109	·	102	106
> Nc1ccc(N=Nc2c(S(=O)(=O)O)cc3cc(S(=O)(=O)O)cc(O)c3c2O)cc1
→ 102	102	109	98	103	90	103	·
> CCOC(=O)c1c(C)nc2c(c1N)CC(=O)N2Cc1ccccc1C(F)(F)F
→ 91	108	91	109	113	95	75	109
> O=C1Nc2ccccc2/C1=C\c1ccc(OCc2ccccc2)cc1
→ 84	107	111	106	106	108	99	99
> Cn1c(-c2ccccc2)cc2ccccc21
→ 101	104	121	·	105	107	94	102
> C=CCn1c(SCC(=O)Nc2ccc(C(=O)/C=C/c3ccc(OC)cc3)cc2)nnc1-c1c[nH]c2ccccc12
→ 62	99	96	106	113	67	93	97
> O=C(O)c1cnc(C2OCCO2)s1
→ 93	103	111	108	103	100	90	103
> CC(=O)c1cccc(/C(N)=N/C(N)=N/c2nc3ccccc3s2)c1
→ 97	110	100	103	99	84	70	112
> Brc1cnc[nH]1
→ 97	108	100	·	96	115	104	113
> O=[N+]([O-])c1ccc(-c2nn(-c3ccccc3)cc2C2CC(c3ccc(F)cc3)=NN2)cc1 (stereo not drawn)
→ 76	105	81	86	99	85	82	·
> CCOC(=O)C1(N)CCCCC1
→ 97	165	102	89	113	102	93	105
> Cc1ccccc1NC(=O)N/N=c1\cc(C)c2ccc(O)cc2o1
→ 97	115	93	101	105	98	99	102
> C/C(=C(/c1ccccc1)c1ccc(N2C(=O)c3cccc4c(N5CCCCC5)ccc(c34)C2=O)cc1)c1ccccc1
→ 97	93	81	66	96	89	61	68
> O=C1c2cccc3cccc(c23)C(=O)N1CC#Cc1ccc2c3c(cccc13)C(=O)N(Cc1ccccc1)C2=O
→ 94	108	101	88	93	90	94	102
> CCOC(=O)c1sc2ccc(N)cc2c1NC(=O)c1cc(OC)c(OC)c(OC)c1
→ 93	100	87	96	·	91	93	·
> O=C(/C=C/c1ccc(O)c(O)c1)NCC(=O)NC(Cc1ccccc1)C(=O)O (stereo not drawn)
→ 100	112	118	110	94	100	99	112
> CC1=C(C)C(=O)C(Nc2ccc(C(=O)OC(C)(C)C)cc2)=C(Br)C1=O
→ 87	105	101	102	108	97	101	90
> CC(C)(C)c1ccc(OCc2nc3ccccc3n2-c2cccc(NS(C)(=O)=O)c2)cc1
→ 79&62	122&113	94&92	104&72	128&100	99&84	95&72	112&107
> COc1cc(/C=C/c2cc(/C=C/c3ccc(O)c(OC)c3)n(C(=O)Nc3ccc(Cl)cc3)n2)ccc1O
→ 5.4*	13	14	8.2*	-14*	3.0*	19	-26*
> Cn1c(=O)c2c(nc(Nc3ccc(F)cc3)n2CC(=O)Nc2ccc(S(N)(=O)=O)cc2)n(C)c1=O
→ 96	107	96	105	104	92	101	108
> CCN(CC)CCOC(=O)Nc1cc(C)c(NC(=O)OCCN(CC)CC)c(C)c1
→ 96	91	110	98	87	95	73	92
> CC(=O)Oc1ccc2ccccc2c1CN(Cc1ccccc1)C(C)=O
→ 95	97	79	91	92	97	81	88
> COc1ccc(C2OC2c2nc(C#N)c(N(C)C)o2)cc1 (stereo not drawn)
→ 89	99	102	82	92	97	89	95

# (listing goes on)
# Order of values – MCF7	SK-MEL-28	MDA-MB-231	HS 578T	BT-549	LOX IMVI	T-47D	MDA-MB-468
> Cc1ccc(/C=C2/C(=O)N(C)c3ccc(S(=O)(=O)Nc4ccc(C(C)(C)C)cc4)cc32)s1
→ 72	82	35	89	97	58	80	63
> CN1CCN(Cc2ccc(NC(=O)c3cncc(C#Cc4cnc5ccc(Cl)nn45)c3)cc2C(F)(F)F)CC1
→ -2.4*	-8.8*	-1.9*	-15*	-6.3*	-44*	10	-20*
> COc1ccc(C=NCCCO)cc1
→ 103	107	121	111	81	96	·	104
> Cc1ccccc1NC(=O)c1sc2nc3c(cc2c1N)C(=O)CCC3
→ 22	53	62	26	56	47	44	-4.6*
> NC(=O)C(=O)c1ccccc1NC=O
→ 100	101	98	109	107	93	106	·
> C[C@H](NC(=O)[C@@H]1CCCN1C)[C@H](Oc1ccc2c(cnn2-c2ccc(F)cc2)c1)c1ccc2c(c1)OCCO2
→ 77	30	78	73	61	58	83	56
> O=C(CNc1ccncc1)Nc1ccccc1C(=O)O
→ 96	107	101	95	100	98	95	97
> Cc1ccc(NC(=O)CSc2nc3ccccc3[nH]2)cc1
→ 97	107	74	89	100	95	86	110

# Compound activity deposited in PubChem by NCI.
